# Screening data as filed in PubChem.
# TDP43 rescue – qHTS of TDP-43 Inhibitors; TDP-43 expressing yeast growth rescue, BacTiter-Glo, 24 h; Potency, µM (top dose mostly 46.1 µM), for the others: at the highest dose growth rescue (activation), most hits filed as activators; 410,000 compounds, 1.8% hits; AID 652104, 2013; further: potency means the concentration at half of the fitted maximal effect; % of control where 0% means no effect; nearly all actives have a fitted effect of over 50% in size
#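 Galactose-induced TDP-43 yeast, OD600=0.02, compound pinned; 24 hr, 30 deg C; BacTiter-Glo luminescence for growth. Inhibitors of TDP-43 toxicity read as activators.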
# PTHR1 agonist – qHTS for PTHR1 Agonists: Primary Screen | Parathyroid hormone/parathyroid hormone-related peptide receptor (Homo sapiens), Q03431 | Potency, µM (top dose mostly 115 µM), without a hit: at the top dose activation, usual class: activators | 410,000 compounds, 0.075% hits | HEK293 GP2 PTHR1 cells, GloSensor cAMP luminescence, 1 h; further: potency means the concentration at half of the fitted maximal effect; nearly all actives have a fitted effect of over 55% in size; some results filed as inactive show a strong effect at the top dose; inactives centre near -15; many of its hits are not listed in these tables
#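 HEK-293-derived GP2 cells expressing PTHR1 and a GloSensor cAMP reporter, 3,000/well, plated overnight, given luciferin plus IBMX (each 0.5 mM as added) for 1 h at 37 °C, then compound for 1 h at 37 °C. Luminescence was read after 15 min at room temperature.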
# HEK293 tox – qHTS of GLP-1 Receptor Inverse Agonists: Cytotox Screen | HEK293 cAMP-luciferase reporter cells, luminescence, 24 h | Potency, µM (top dose mostly 38.3 µM), without a hit: at the top dose activity change, negative = inhibition, most hits filed as inhibitors | 410,000 compounds, 0.13% hits | AID 624418, 2012;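 further: loss of luciferase light is scored as toxicity; potency means the concentration at half of the fitted maximal effect; on the % scale 0 is the no-effect control and ±100 the full control effect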
#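 Cells in DMEM/10% Nu serum/1% pen-strep, 1536-well format. Pre-incubated 12 h, dosed with 23 nL compound, incubated a further 24 h. Luciferase detection, 12 min at room temp, luminescence.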
# D3 antag – qHTS of D3 Dopamine Receptor Antagonist: qHTS | D(3) dopamine receptor (Homo sapiens), P35462 | D3R cells, DiscoveRx beta-arrestin luminescence, antagonist mode; active compounds read low | max response, negative = inhibition, % | 360,000 compounds, 2.5% hits | AID 652054, 2013; in the data active means max response below about -50%; inconclusive means no clear call, values can overlap the other calls; further: on the % scale 0 is the no-effect control and ±100 the full control effect; mostly tested at two doses, the higher about 12 µM
# Target sequence (P35462 whole entry, looked up): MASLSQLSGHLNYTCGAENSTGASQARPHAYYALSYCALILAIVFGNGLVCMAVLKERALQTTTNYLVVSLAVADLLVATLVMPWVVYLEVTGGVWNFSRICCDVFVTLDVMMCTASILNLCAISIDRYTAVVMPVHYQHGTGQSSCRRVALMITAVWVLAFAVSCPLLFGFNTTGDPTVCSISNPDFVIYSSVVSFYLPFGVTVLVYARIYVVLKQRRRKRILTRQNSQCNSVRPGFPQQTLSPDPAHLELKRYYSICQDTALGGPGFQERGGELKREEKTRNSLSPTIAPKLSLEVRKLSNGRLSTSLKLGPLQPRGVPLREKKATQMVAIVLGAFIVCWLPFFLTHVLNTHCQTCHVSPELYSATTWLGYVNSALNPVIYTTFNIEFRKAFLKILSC
#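 Cells plated overnight at 1500 cells/well, then exposed to library compounds with dopamine controls for 90 minutes at 37 degrees C. DiscoveRx reagent added for 30–60 minutes at room temperature; luminescence read, quantitative HTS format.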
# GLP1R inv ag – qHTS of GLP-1 Receptor Inverse Agonists (Inhibition Mode); Potency, µM (titrated, usually from 38.3 µM), for the others: top-dose activity change, negative = inhibition, actives largely listed as inhibitors; 410,000 compounds, 1.6% hits; HEK293 GLP-1R CRE-luciferase, luminescence, 24 h; GLP-1R form is constitutively active; Glucagon-like peptide 1 receptor (Homo sapiens), P43220; further: potency means the concentration at half of the fitted maximal effect; on the % scale 0 is the no-effect control and ±100 the full control effect; nearly all actives have a fitted effect of over 55% in size
# Target sequence (P43220 whole entry, looked up): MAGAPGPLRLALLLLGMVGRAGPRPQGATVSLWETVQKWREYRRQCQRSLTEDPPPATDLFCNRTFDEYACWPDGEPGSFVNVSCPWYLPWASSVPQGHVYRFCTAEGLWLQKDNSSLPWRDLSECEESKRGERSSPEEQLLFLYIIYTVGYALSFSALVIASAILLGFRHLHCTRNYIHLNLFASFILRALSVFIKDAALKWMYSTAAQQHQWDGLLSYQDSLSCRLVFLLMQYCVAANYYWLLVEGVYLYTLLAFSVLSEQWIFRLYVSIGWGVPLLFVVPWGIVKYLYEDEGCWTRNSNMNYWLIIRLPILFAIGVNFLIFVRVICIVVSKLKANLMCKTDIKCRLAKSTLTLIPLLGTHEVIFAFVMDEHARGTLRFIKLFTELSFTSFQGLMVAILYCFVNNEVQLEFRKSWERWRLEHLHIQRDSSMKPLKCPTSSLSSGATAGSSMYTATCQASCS
#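 Seeding at 200 cells/uL, 12 h culture, 24 hr compound treatment, then luciferase reagent and a luminescence read; cells are HEK293 stably expressing a constitutively active GLP-1R plus cAMP-responsive luciferase.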
# aSyn yeast inh – qHTS of alpha-syn Inhibitors; Yeast expressing alpha-synuclein, growth rescue, BacTiter-Glo, 24 h; Potency, µM (titrated, usually from 46.1 µM), without a hit: top-dose growth rescue (activation), most hits filed as activators; 370,000 compounds, 0.14% hits; further: potency means the concentration at half of the fitted maximal effect; % of control where 0% means no effect; nearly all actives have a fitted effect of over 65% in size
#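 Galactose-induced alpha-syn yeast (OD600=0.02, raffinose-pregrown) + pinned cpd, 24 hr, 30 deg C; growth by BacTiter-Glo luminescence. Growth restoration scores as activation.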
# D3 ag – qHTS of D3 Dopamine Receptor Agonist: qHTS; AID 652048, 2013; 410,000 compounds, 0.58% hits; D(3) dopamine receptor (Homo sapiens), P35462; D3R DiscoveRx beta-arrestin cells, luminescence, 90 min; max activation, %; in the data active means max activation above about 30%; further: 0% is about no effect; mostly tested at two doses, the higher about 12 µM
#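 Cells at 1500/well, incubated overnight, then treated with pinned compounds (dopamine as control) for 90 min at 37 degrees C. DiscoveRx reagent added for 30 - 60 minutes at room temperature; luminescence read.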
# KB-V1 MDR tox – qHTS assay for MDR1-selective chemotherapeutics: Primary screen using the drug-selected MDR subline cells KB-V1 | KB-V1 MDR cells viability, CellTiter-Glo, 72 h | Potency, µM (doses to about 46.1 µM), without a hit: at the highest dose activity change, negative = cytotoxicity, hits mostly cytotoxic | 400,000 compounds, 3.4% hits | AID 1347076, 2019; further: potency means the concentration at half of the fitted maximal effect; on the % scale 0 is the no-effect control and ±100 the full control effect; nearly all actives have a fitted effect of over 60% in size
#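 Cytotoxicity toward P-gp-expressing KB-V1 cells was determined as loss of CellTiter-Glo luminescence after 72 h at 37 degrees C. Compounds were tested in quantitative HTS format across a concentration range, with curves fitted to normalized data.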
# GLP-1R agonist – qHTS of GLP-1 Receptor Agonists; Glucagon-like peptide 1 receptor (Homo sapiens), P43220; HEK293 GLP-1R CRE-luciferase, luminescence, 4-6 h; cells express a hypersensitive GLP-1R form; Potency, µM (titrated, usually from 45.6 µM), for inactives: at the highest dose activation, hits mostly activators; 380,000 compounds, 0.007% hits; further: potency means the concentration at half of the fitted maximal effect; % of control where 0% means no effect
# * = called active by the depositor; i = inactive; u = inconclusive; x = no result given; & = joins results of further samples; [ ] = remark or other dose. Unless noted, the call rests on the fitted dose curve; in most records, active means well fitted curve in the direction sought with a large enough effect; inconclusive means small, poorly fitted or top-dose-only effect, or another doubt; inactive means no such curve, though single readings can be large; an effect the other way counts as inactive or inconclusive. Only part of the results is shown, so the mix of outcomes need not match the whole.
SMILES,TDP43 rescue,PTHR1 agonist,HEK293 tox,D3 antag,GLP1R inv ag,aSyn yeast inh,D3 ag,KB-V1 MDR tox,GLP-1R agonist
Cc1ccc(NC(=O)C(C)N2CCOCC2)c(C(=O)c2ccccc2)c1 (stereo unspecified),4%,i,-2%,-2,14%,-8%,2,6%,-5%
Cn1c(SCC(=O)NCc2cccs2)nnc1-c1ccncc1,-12%,i,4%,-3,19%,-9%,-8,10%,-5%
CCCCCCn1cc(CN2CC(N3CCN(Cc4cccc(C)c4)CC3)CS2(=O)=O)nn1 (stereo unspecified),4%,-24%,-9%,-9,-20%,-3%,-12,-6%,-4%
CCOC(=O)c1cccc(OS(=O)(=O)Cc2ccccc2)c1,u,-5%,2%,-1,u,3%,-2,23%,4%
COc1ccc(CN(C(=O)CNC(=O)c2ccco2)C(C(=O)NCC2CCCO2)c2ccc(OC)c(OC)c2)cc1 (stereo unspecified),11%,-22%,-4%,12,15%,0%,2,-3%,0%
Cc1ccc(C)c(S(=O)(=O)N(C)Cc2cccs2)c1,u,-39%,53%[activator],-4,u,u,0,9%,0%
Cc1cnc(C)c(N2CCN(C(=O)C3CCC(=O)N(CCc4cccc(F)c4)C3)CC2)n1 (stereo unspecified),19%,i,17%,2,21%,1%,9,x,-1%
O=C(Nc1ccccc1)n1cc(-c2ccccn2)c(N2CCOCC2)n1,5%,-24%,5%,-14,7%,-9%,-2,7%,4%
Cc1cc(C)cc(NC(=O)c2sc3nc4n(c(=O)c3c2C)N=C(c2ccc(F)cc2)CS4)c1,9%,-10%,0%,x,4%,x,-9,-28%,x
CCCCC[C@H](C)N1C[C@@H](COCc2ccccc2)Oc2cc(N3CCC[C@@H]3COC)ccc2S1(=O)=O,20%,i,2%,3,33%[activator],6%,5,u,8%
C[C@H](CO)N1C[C@H](C)[C@@H](CN(C)S(=O)(=O)c2ccccc2C#N)OCc2cn(nn2)CCCC1=O,0%,i,5%,-18,3%,1%,-4,9%,-3%
Cc1cnc(NC(=O)c2ccc3ncsc3c2)s1,7%,-13%,-3%,9,4%,0%,-2,-18%,7%
Cc1cc(NS(=O)(=O)c2ccc(NC(=O)COc3ccc(Cl)c(C)c3)cc2)no1,-4%,i,-6%,2,-6%,4%,5,21%,3%
CCOc1ccc(CCNC(=O)c2ccc3c(c2)N(Cc2ccccc2)C(=O)c2ccccc2S3=O)cc1OCC (stereo unspecified),18%,-9%,-10%,x,-15%,x,10,-12%,-2%
C=CCOc1ccc(/C=N/n2cncn2)cc1OC,3%,i,1%,3,18%,1%,-6,10%,9%
Oc1c(Cl)cc(Cl)cc1/C=N/c1nc(-c2ccc(Cl)cc2)cs1,-11%,-13%,17%,-82*,u,-1%,-12,2%,-12%
CN(Cc1ccc(OC(F)F)cc1)C(=O)C1CCN(S(=O)(=O)c2ccc3c(c2)OCCO3)CC1,7%,-26%,-2%,9,u,4%,2,-27%,-1%
CCOC(=O)CC(=O)Nc1ccc(C)cc1,29%,-17%,17%,u,7%,3%,-10,31%,0%
CN(C)CCN(Cc1ccccc1)c1ccnc(N(C)C)c1C#N,-6%,i,1%,18,1%,2%,-10,-5%,6%
CC(=O)N1c2ccc(S(=O)(=O)N3CCCC(C(=O)NC4CCCC(C)C4C)C3)cc2CC1C (stereo unspecified),7%,-14%,4%,12,-4%,2%,4,-14%,13%
COc1ccc(-c2noc(CC(=O)Nc3ccc(Br)cc3C)n2)cc1,2%,u,-7%,x,4%,x,-16,9%,x
CSC1=NN(c2ccccc2)CN(c2ccccc2)N1C,u,-31%[inhibitor],-5%,-7,u,-18%,5,-10%,-6%
CCn1c(C(O)c2cccc(OC)c2OC)nc2ccccc21 (stereo unspecified),-10%,i,8%,-3,0%,0%,-7,1%,-1%
Cc1cccc(NC(=O)CCn2nc(-c3ccccc3)c3ccccc3c2=O)c1,20µM*,-89%[inhibitor],-10%,x,u,x,1,-25%,x
O=C(NCc1nnc(SCC(=O)N2CCOCC2)o1)c1c(F)cccc1F,15%,-17%,6%,-24,-4%,-2%,-3,x,3%
COc1ccccc1-n1c(CNC(=O)c2cccc([N+](=O)[O-])c2C)n[nH]c1=S,-10%[9.22 µM],i,6%,-6,-16%,1%,2,35%,2%
COCCn1cc(C(=O)c2ccccc2OCC(=O)Nc2cc(C)on2)cc(C#N)c1=O,-3%,i,-8%,-12,-7%,0%,8,15%,0%
COc1cccc(NC(c2nnc(-c3ccccc3)o2)c2ccc(F)cc2Cl)c1 (stereo unspecified),2%,-17%,1%,x,u,x,12,3%,x
Cc1ccccc1OCC(=O)OCC(=O)c1ccc(OCc2ccccc2)cc1,-7%,i,1%,-3,3%,7%,3,15%,-4%
O=C(COc1ccccc1Cl)Nc1ccccc1C(=O)Nc1cccc(C(=O)O)c1,3%,-18%,0%,10,0%,4%,5,0%,-2%
COc1cc(C(=O)Nc2scc(-c3ccccc3)c2C(=O)O)cc(OC)c1OC,13%,-5%,-12%,1,9%,-3%,4,u,4%
Cc1ccc(CNC(=O)c2ccc(NC(=O)N3CCSc4ncccc43)cc2)cc1,-1%,-12%,-7%,x,8%,x,2,-23%,x
COc1ccc(OC)c(/C=C(\C)C(=O)c2c(C)cc(C)[nH]c2=O)c1,-1%,i,1%,3,0%,-3%,12,18%,-4%
COc1ccc(-n2c(-c3ccccc3)nnc2-c2ccc(Cl)cc2)cc1,-8%,-16%[57.5 µM],-9%,u,-8%,-2%,-3,3%,2%
Cc1cc(C)nc(NS(=O)(=O)c2ccc(NC(=O)CCC3COc4ccccc4O3)cc2)n1 (stereo unspecified),-5%,2%[57.5 µM],17%,27,6%,6%,1,12%,7%
Cc1ccccc1NC(=O)c1ccccc1NC(=O)CCC(=O)O,-20%,i,-8%,10,-17%,-6%,3,11%,11%
CCOc1ccccc1CNC(=O)CSc1n[nH]c(-c2ccccc2)n1,11%,-6%,-11%,x,-13%,x,6,-9%,x
Cc1ccc(CNCC2CCCO2)s1 (stereo unspecified),-15%,-12%,10%,0,-2%,0%,-5,-9%,0%
COCCn1c(SCC(=O)NCC2CCCO2)nc2c(c1=O)SCC2 (stereo unspecified),-13%,i,9%,8,6%,9%,4,6%,-7%
CN(C)S(=O)(=O)c1cccc(CNCC2COc3ccccc3O2)c1 (stereo unspecified),-13%,i,-5%,u,4%,-2%,31*,-10%,-1%
O=S(=O)(Nc1ccc(Cl)cc1)c1ccc(N2CCOCC2)c(NC(=S)NC2CC2)c1,19%,-24%,0%,31,-26%,9%,-2,-11%,-2%
CC1(c2nnc(-c3cccc(Cl)c3)o2)CC(c2ccc(C#N)cc2)=NO1 (stereo unspecified),0%,-44%[inhibitor],2%,-1,8%,16%,-2,-7%,10%
COc1ccc(C(=O)NNC(=O)c2ccc3ccccc3n2)cc1,u,i,u,-19,u,u,-15,u,-1%
C=C1CC2C(=O)N(Cc3cc(OC)ccc3OC)C(C(=O)OCC)(C(=O)OCC)C1N2C(=O)OC(C)(C)C (stereo unspecified),16%,-9%,5%,-5,-24%,-1%,19,-13%,3%
CCCOc1cc(N)ccc1C(=O)OCCN(CC)CC,24%,i,-2%,21,-14%,-1%,-3&-27,22%,21%
COC(=O)CN(c1ccccc1C)S(C)(=O)=O,13%,i,10%,15,0%,5%,4,0%,-1%
O=C1c2ccccc2C(=O)N1/N=C/c1ccc(Oc2ccc([N+](=O)[O-])cn2)cc1,9%[9.22 µM],i,-1%,-7,24%,-1%,3,-2%,0%
Cc1cc(C)c(NC(=S)N2CCCC2C(=O)O)c(C)c1 (stereo unspecified),-66%[inhibitor],-2%,5%,-4,12%,2%,-2,0%,2%

# Some entries already given, showing only aSyn yeast inh.
Molecule	aSyn yeast inh
CC1(c2nnc(-c3cccc(Cl)c3)o2)CC(c2ccc(C#N)cc2)=NO1 (stereo unspecified)	16%
COc1ccc(C(=O)NNC(=O)c2ccc3ccccc3n2)cc1	u
C=C1CC2C(=O)N(Cc3cc(OC)ccc3OC)C(C(=O)OCC)(C(=O)OCC)C1N2C(=O)OC(C)(C)C (stereo unspecified)	-1%

# Other records follow.
SMILES,TDP43 rescue,PTHR1 agonist,HEK293 tox,D3 antag,GLP1R inv ag,aSyn yeast inh,D3 ag,KB-V1 MDR tox,GLP-1R agonist
CC(=O)Nc1ccc2c(c1)CCCC2,17%,i,0%,-18,20%,-1%,-11,0%,-4%
COc1ccc(N2CC(NC(=O)C(c3ccccc3)c3ccccc3)CC2=O)cc1 (stereo unspecified),-19%,21%,-13%,x,-29%,x,-14,x,x
COc1ccc(Cl)cc1NC(=O)C(C)N1CCN(C/C=C/c2ccccc2)CC1 (stereo unspecified),-1%,-19%,1%,u,u,-7%,-27,0%,2%
O=C(CSc1ccc(-c2cccc([N+](=O)[O-])c2)nn1)N1CCCC1,21%,-6%,-4%,-13,15%,-6%,-3,u,5%
CC1CCCC(NC(=O)COC(=O)CCC(=O)c2ccc(F)cc2)C1C (stereo unspecified),13%,i,-12%,-1,10%,9%,0,x,-12%
